GCN5L2 inh = GCN5L2 (KAT2A) acetyltransferase inhibition; Q92830; GCN5L2 HAT assay, ThioGlo1 CoA-SH fluorescence; Potency, µM (series often up to 58.9 µM), for inactives: at the top dose activity change, negative = inhibition, most hits filed as inhibitors; 0.21% of 390,000 active; AID 504327
Target sequence (Q92830 whole entry, looked up): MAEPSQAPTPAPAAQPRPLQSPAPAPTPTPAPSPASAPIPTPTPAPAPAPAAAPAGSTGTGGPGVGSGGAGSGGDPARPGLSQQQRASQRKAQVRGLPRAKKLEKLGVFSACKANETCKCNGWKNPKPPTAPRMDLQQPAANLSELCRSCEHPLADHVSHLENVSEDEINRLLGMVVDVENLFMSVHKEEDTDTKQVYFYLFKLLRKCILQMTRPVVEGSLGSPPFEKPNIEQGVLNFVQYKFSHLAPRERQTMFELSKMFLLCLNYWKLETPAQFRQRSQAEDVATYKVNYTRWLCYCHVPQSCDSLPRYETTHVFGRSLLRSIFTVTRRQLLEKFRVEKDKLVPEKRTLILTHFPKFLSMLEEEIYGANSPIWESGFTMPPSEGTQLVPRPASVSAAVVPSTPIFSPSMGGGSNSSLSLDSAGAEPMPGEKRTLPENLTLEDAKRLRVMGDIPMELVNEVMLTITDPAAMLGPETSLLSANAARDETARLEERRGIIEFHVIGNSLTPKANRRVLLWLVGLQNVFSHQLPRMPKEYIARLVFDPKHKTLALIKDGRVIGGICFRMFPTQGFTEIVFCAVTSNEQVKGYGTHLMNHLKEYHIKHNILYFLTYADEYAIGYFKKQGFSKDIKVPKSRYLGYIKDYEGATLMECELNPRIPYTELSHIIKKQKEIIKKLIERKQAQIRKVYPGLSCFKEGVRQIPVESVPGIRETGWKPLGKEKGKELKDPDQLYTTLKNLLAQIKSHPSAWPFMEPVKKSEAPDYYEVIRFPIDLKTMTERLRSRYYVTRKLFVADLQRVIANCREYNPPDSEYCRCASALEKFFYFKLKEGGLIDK
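Free CoA generated was detected with ThioGlo1 (50uM) fluorescence at Ex340nm/Em540nm, read immediately and after 20 min at room temperature. Enzyme, 20 nM in HEPES pH 7.5 buffer, saw compounds 15 min before adding 75uM H3(1-25) peptide and 70uM acetyl-CoA.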
TDP1 cell CPT = growth inhibition of DT40 Tdp1-/-;hTDP1 cells with camptothecin (screen for TDP1 inhibitors); Potency, µM (doses to about 46.2 µM), for the others: at the top dose activity change, negative = growth inhibition, actives largely listed as inhibitors; chicken DT40 Tdp1-/-;hTDP1 cells + 20 nM CPT, ATP luminescence, 48 h; AID 686979; 12% of 420,000 active; further: nearly all actives have a fitted effect of over 55% in size
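Chicken DT40 Tdp1-/- cells complemented with human TDP1, 400 cells/well, exposed to compounds plus 20 nM camptothecin for at least 48 h at 37 C; viability read as ATP content by CellTiter-Glo luminescence.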
TDP1 cell noCPT = qHTS for Inhibitors of human tyrosyl-DNA phosphodiesterase 1 (TDP1): qHTS in cells in absence of CPT; DT40 Tdp1-/- hTDP1 cells, no CPT, ATP luminescence, 48 h; 15% of 420,000 active; Potency, µM (titrated, usually from 46.2 µM), for the others: at the top dose activity change, negative = growth inhibition, most hits filed as inhibitors; AID 686978, 2013; further: nearly all actives have a fitted effect of over 55% in size
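Growth kinetics read by CellTiter-Glo luminescence after ≥48 hr at 37 °C. Cells: DT40 Tdp1-/- stably carrying human TDP1, 400 per well, compound exposure in the absence of CPT (DMSO vehicle).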
An asterisk follows results filed as active; ? = inconclusive; . = no result given; [ ] = remark or other dose. The call rests on the fitted dose curve; in most records, active means well fitted curve in the direction sought with a large enough effect; inconclusive means small, poorly fitted or top-dose-only effect, or another doubt; inactive means no such curve, though single readings can be large; an effect the other way counts as inactive or inconclusive. On the % scale 0 is the no-effect control and ±100 the full control effect; potency means the concentration at half of the fitted maximal effect.

SMILES	GCN5L2 inh	TDP1 cell CPT	TDP1 cell noCPT
CC[C@]12c3[nH]c4ccccc4c3CCN1C(=O)C(CC(=O)NCCN1CCOCC1)C[C@@H]2C(=O)N1CCN(C(=O)c2ccco2)CC1 (some centres not stated)	0%	5%	-8%
Cc1cc(Cl)c(OCCOCCN2CCN(C)CC2)c(Br)c1	?	?	?
CCCCCNC(=O)c1cn(CC)c2cc(N3CCN(C)CC3)c(F)cc2c1=O	20%	-2%	?
Cc1nc2c(C(=O)NCCc3ccc(Cl)cc3)c[nH]n2c(=O)c1Cc1ccccc1F	?	-6%	-9%
Cc1ccc(C(=O)Nc2nc3n(n2)C(c2ccccc2)CC(=O)N3)cc1 (configuration not stated)	-5%	0%	2%
O=C(NCc1cccnc1)c1cc(C2CCCN(S(=O)(=O)c3cccs3)C2)on1 (configuration not stated)	.	-29%	-23%
CN(C)C(=O)CSc1nnc(-c2ccco2)n1-c1ccccc1	.	-1%	-14%
Cn1c(=O)c2sccc2n2c(CCCC(=O)NC3CCCCC3)nnc12	-3%	-15%	-3%
COC(=O)C(Cc1c[nH]c2ccccc12)NC(=O)C1CC1 (configuration not stated)	-8%	4%	-1%
N#CCc1cccnc1Sc1ccc(Cl)cc1	.	?	-42%
CC1(C)CC(=O)C2=C(C1)N(Cc1ccco1)C(=O)C2(NC(=O)C1CCCCC1)C(F)(F)F (configuration not stated)	-9%	0%	-17%
CCOC(=O)c1c(C)[nH]c(C)c1S(=O)(=O)N1CCN(c2cccc(C(F)(F)F)c2)CC1	2%	?	?
Cc1nn(C)c(C)c1/C=N/NC(=O)c1csc2ccccc12	-4%	-18%	-20%
O=C(COC(=O)c1ccccn1)NC(=O)c1ccccc1	0%	-1%	6%
FC(F)(F)c1cc(Cl)c2nnc(C(F)(F)Cl)n2c1	-14%	-5%	-8%
NC1=NC(=O)NC1(c1ccccc1)c1ccccc1	.	-18%	-10%
Cc1ccc2[nH]c3c(=O)n(CCN4CCNCC4)cnc3c2c1	-12%	-2%	-14%
COc1cc2c(NC3CCN(C(C)C)CC3)nc(N3CCCN(C)CC3)nc2cc1OCCOCCN(C)C	.	7.1µM*	14µM*
CCN(Cc1ccccc1)CC(O)COc1ccccc1 (configuration not stated)	-9%	36%[activator]	-21%
CC1=CC(=C(C#N)c2nc3ccccc3s2)C=C(C)N1c1ccc(F)cc1	-3%	?	?
Cc1ccc(NC(=O)Cn2nc(C(=O)O)c3ccccc3c2=O)cc1S(=O)(=O)N1CCCCCC1	.	?	?
COc1ccc(CC(=O)NC2CCS(=O)(=O)C2)cc1 (configuration not stated)	?	-18%	1%
CCCc1[nH]n(-c2ccc([N+](=O)[O-])cc2)c(=O)c1C=NCCCn1ccnc1	-8%	-14%	-70%
COc1ccc(Nc2nc(-c3ccccc3O)nc3ccccc23)cc1	-29%	?	18µM*
CC1CCCC(C)N1C(=O)COC(=O)c1cc(S(=O)(=O)N2CCOCC2)ccc1Cl (configuration not stated)	4%	-14%	?
COc1ccc(NC(=O)CNC(=O)c2nn(-c3ccc(OC)c(Cl)c3)c(=O)c3ccccc23)c(OC)c1	0%	?	16µM*
COc1ccc(CCN=C(N)NS(=O)(=O)c2cccs2)cc1OC	-5%	4%	-16%
O=C(Nc1cccnc1)c1ccc(Cl)c(S(=O)(=O)N2CCCCC2)c1	-13%	?	-23%
CCc1nc(SCC(=O)N2CCCC2)c2c(=O)n(C)c(=O)n(C)c2n1	-7%	-2%	-17%
O=C(c1cccs1)N1CCC(c2nc3c(nnn3Cc3cccc(Cl)c3)c(=O)[nH]2)CC1	-4%	-16%	-29%
CC1(C)SC(=S)N(/N=C/c2ccc(O)cc2)C1N(O)C(=O)Nc1ccc([N+](=O)[O-])cc1 (configuration not stated)	-4%	23µM*	?
CCn1cc(C(=O)NCc2ccco2)c(=O)c2cc(S(=O)(=O)N3CCCC3)ccc21	-7%	-2%	-4%
CC(=O)Nc1ccc(-n2c(CCC(=O)O)ccc2-c2ccc(Br)cc2)cc1	1%	-23%	-24%
N#Cc1ccc(C(CC(=O)O)N2Cc3ccccc3C2=O)cc1 (configuration not stated)	-1%	1%	1%
Cc1no[n+]([O-])c1COc1ccc(/C=C2\NC(=S)NC2=O)cc1	-3%	-15%	-25%
COc1cc(C(=O)NCCC(=O)NCc2c(F)cc(F)cc2F)cc(OC)c1OC	-10%	6%	20%
COc1ccc(Cn2ccc3nc(C)c(C(=O)NCc4cccc(OC)c4)cc3c2=O)cc1	-5%	?	?
CN(C)c1nc(SCCOC(=O)COc2ccc(Cl)cc2Cl)nc(N(C)C)n1	-9%	-8%	-3%
COc1ccc(N(CC(=O)N2CCN(c3ccccc3F)CC2)S(=O)(=O)c2ccc(C)cc2)cc1	-8%	?	?
CCCCNC(=O)C1(C)CCCCN1Cc1ccccc1-c1ccccc1 (configuration not stated)	.	?	?
O=C(O)c1ccc(NC2=C(n3nnc4ccccc43)C(=O)c3ccccc3C2=O)cc1	-3%	7%	-9%
N#Cc1nc(Cc2ccccc2)oc1N1CCN(c2cccc(Cl)c2)CC1	-13%	?	?
c1cncc(-c2nc(NCc3ccco3)c3ccccc3n2)c1	?	-25%	?
CCCNc1ccc(-c2nc(-c3ccncc3)no2)cc1[N+](=O)[O-]	0%	-17%	-5%
O=C(ONC(=O)C1C2C=CC(C2)C1C(=O)NOC(=O)c1ccccc1)c1ccccc1 (configuration not stated)	.	3.3µM*	2.9µM*
O=C(Nc1nccs1)c1nc(-c2ccccc2)n(-c2ccccc2)n1	0%	?	?
CC(CCO)Nc1nc2c([nH]1)c(=O)n(C)c(=O)n2C (configuration not stated)	-6%	-11%	0%
O=C1CN(C(=O)/C=C/c2ccc(Br)cc2)CCN1	-5%	3%	0%
NCCCn1cnc2ccccc21	-3%	-2%	3%
O=C(Nc1ccc(Oc2ccccc2)cc1)N[C@@H](Cc1ccccc1)C(=O)O	1%	25%	18%

The list goes on.
SMILES	GCN5L2 inh	TDP1 cell CPT	TDP1 cell noCPT
Cc1ccccc1C(=O)N1CCN(c2nc(N3CCOCC3)nc(N3CCOCC3)n2)CC1	-9%	-19%	-27%
O=C(CCNC(=O)c1ccccc1Cl)Nc1nc2ccccc2[nH]1	-1%	-2%	-13%
NC(=O)[C@@H]1CCCN1Cc1nc(Cc2cccc(C(F)(F)F)c2)no1	-18%	-11%	-25%
O=C(Nc1nnc(-c2ccccc2)o1)Nc1ccc(F)cc1F	6%	-20%	-44%
O=C(Cn1cc([N+](=O)[O-])cn1)Nc1nc2ccccc2s1	-3%	?	-15%
Cn1nc(-c2ccccc2)c(C(O)c2ccc(Cl)cc2)c1Cl (configuration not stated)	-6%	?	?
COc1cccc(NC(=O)CN(C2=NC3CS(=O)(=O)CC3S2)c2cccc(C)c2)c1 (configuration not stated)	-5%	8%	?
O=[N+]([O-])c1ccc(/C=C/C2=NN(c3ccccc3)C(c3ccco3)C2)o1 (configuration not stated)	-8%	?	?
CCC(=O)N1CCC(C)(C(=O)NCc2ccc(F)cc2)C1 (configuration not stated)	.	2%	22%
Cc1cccc(OCC(=O)OCc2cc(=O)n3nc(C4CC4)sc3n2)c1	-2%	-22%	-1%
Cc1ccc(-n2nc(C(=O)N3CCN(c4cccc(C(F)(F)F)c4)CC3)c3c4ccccc4n(C)c3c2=O)cc1	-1%	?	?
COc1ccccc1C1CN(Cc2cccc(C)n2)Cc2ccccc2O1 (configuration not stated)	.	-30%[9.04 µM]	16µM*
N/C(=N\NC(=O)c1ccc(Cl)cc1)c1cnccn1	7%	?	?
Cn1cc(S(=O)(=O)N2CCC(Cc3ccccc3)CC2)c(=O)n(C)c1=O	-10%	-5%	?
CCOCCCNC(=O)c1cn(C)c(=O)c2cc(OC)c(OC)cc12	-3%	0%	-9%
COC(=O)N/C(C)=C1/NC(=O)c2ccccc2C(c2ccccc2)N1 (configuration not stated)	-3%	-14%	?
O=c1oc2cc(O)c(Cl)cc2c2ccccc12	2%	-1%	-4%
COc1ccccc1Cc1c(-c2ccc(Cl)cc2)nc2c(C)cc(Br)cn12	.	6.5µM*	7.3µM*
Cc1ccc(S(=O)(=O)N2CCCN(C(=O)CNC(=O)c3ccccc3)CC2)cc1	-3%	2%	-4%
CC(=O)Nc1ccc(N(C(=O)c2ccccn2)C(C(=O)NC2CCCCC2)c2ccc(F)cc2)cc1 (configuration not stated)	-1%	1%	-4%

A section taken from the entries so far, for reference:
SMILES	GCN5L2 inh	TDP1 cell CPT	TDP1 cell noCPT
N/C(=N\NC(=O)c1ccc(Cl)cc1)c1cnccn1	7%	?	?
Cn1cc(S(=O)(=O)N2CCC(Cc3ccccc3)CC2)c(=O)n(C)c1=O	-10%	-5%	?

A draw from above in order of molecular weight, lowest first:
SMILES	GCN5L2 inh	TDP1 cell CPT	TDP1 cell noCPT
NCCCn1cnc2ccccc21	-3%	-2%	3%
Cc1ccc2[nH]c3c(=O)n(CCN4CCNCC4)cnc3c2c1	-12%	-2%	-14%
Cc1nn(C)c(C)c1/C=N/NC(=O)c1csc2ccccc12	-4%	-18%	-20%
CCCNc1ccc(-c2nc(-c3ccncc3)no2)cc1[N+](=O)[O-]	0%	-17%	-5%
Cc1no[n+]([O-])c1COc1ccc(/C=C2\NC(=S)NC2=O)cc1	-3%	-15%	-25%
Cn1nc(-c2ccccc2)c(C(O)c2ccc(Cl)cc2)c1Cl (configuration not stated)	-6%	?	?
O=C(CCNC(=O)c1ccccc1Cl)Nc1nc2ccccc2[nH]1	-1%	-2%	-13%
CCc1nc(SCC(=O)N2CCCC2)c2c(=O)n(C)c(=O)n(C)c2n1	-7%	-2%	-17%
CC1=CC(=C(C#N)c2nc3ccccc3s2)C=C(C)N1c1ccc(F)cc1	-3%	?	?
Cn1cc(S(=O)(=O)N2CCC(Cc3ccccc3)CC2)c(=O)n(C)c1=O	-10%	-5%	?
CCCCCNC(=O)c1cn(CC)c2cc(N3CCN(C)CC3)c(F)cc2c1=O	20%	-2%	?
COc1cc(C(=O)NCCC(=O)NCc2c(F)cc(F)cc2F)cc(OC)c1OC	-10%	6%	20%
CC(=O)Nc1ccc(-n2c(CCC(=O)O)ccc2-c2ccc(Br)cc2)cc1	1%	-23%	-24%
COc1ccc(Cn2ccc3nc(C)c(C(=O)NCc4cccc(OC)c4)cc3c2=O)cc1	-5%	?	?
COc1cccc(NC(=O)CN(C2=NC3CS(=O)(=O)CC3S2)c2cccc(C)c2)c1 (configuration not stated)	-5%	8%	?
COc1ccc(N(CC(=O)N2CCN(c3ccccc3F)CC2)S(=O)(=O)c2ccc(C)cc2)cc1	-8%	?	?
Cc1ccc(NC(=O)Cn2nc(C(=O)O)c3ccccc3c2=O)cc1S(=O)(=O)N1CCCCCC1	.	?	?
COc1cc2c(NC3CCN(C(C)C)CC3)nc(N3CCCN(C)CC3)nc2cc1OCCOCCN(C)C	.	7.1µM*	14µM*

The list continues:
SMILES	GCN5L2 inh	TDP1 cell CPT	TDP1 cell noCPT
Cc1ccc(NC(=O)C2CCCN2C(=O)c2cccs2)cc1C (configuration not stated)	0%	-6%	-6%
COc1ccc(CC(=O)OCC(=O)NC(=O)NC23CC4CC(CC(C4)C2)C3)cc1	-2%	-25%	-18%
CCN(CC)c1ccc(Nc2nc(Cl)ncc2Br)cc1	-17%	12%	-9%
COC(=O)[C@]1(Cc2ccccc2)N[C@H](CN(C)S(=O)(=O)c2ccc(-c3ccccc3)cc2)[C@@H]2C(=O)N(C)C(=O)[C@@H]21	-6%	26µM*	21µM*
COC(=O)c1ccc2nc(-c3ccc(F)cc3)c(Cc3ccccc3)n2c1	.	16µM*	23µM*
COc1ccc(Cl)cc1-c1nc(SCC(=O)NCCN2C(=O)CSC2=O)n[nH]1	-2%	-27%	-29%
CCCCN(CC)CCCNC(=O)Cn1ncc2c3ccccc3n(Cc3ccccc3F)c2c1=O	2%	13µM*	12µM*
O=C(Nc1cc(F)ccc1F)c1cc2nc(-c3ccco3)cc(C(F)(F)Cl)n2n1	-8%	4%	0%
COc1cc(NC(=O)c2cccc(C)c2)c(Cl)cc1[N+](=O)[O-]	1%	-18%	-19%
CCc1ccc(NC(=O)CNC(=O)[C@@H]2Cc3ccccc3CN2)cc1	-18%	-8%	5%
COc1ccc(C(=O)N(CC2CCCO2)C(C(=O)NC2CCCC2)c2ccc(C)cc2)cc1OC (configuration not stated)	4%	-19%	-7%
COc1cc(Cl)c(C)cc1NC(=O)CSC1=NCCS1	-3%	?	?
Cc1cccnc1NC(=O)CCc1nnc2ccc(NCc3ccco3)nn12	-7%	?	-2%
CC(=O)N(c1ccccc1)c1c(F)c(F)c(F)c(F)c1F	-9%	-7%	10%
COc1cc2nc(NCCc3ccc(Cl)cc3)n3nc(-c4ccccc4)nc3c2cc1OC	-1%	-25%	?
O=C(COC(=O)c1ccc(F)cc1)Nc1ccccc1N1CCOCC1	0%	-27%	?
COc1ccc2nc(Nc3nc(C)c(C(C)=O)s3)sc2c1	-28%	?	16µM*
